# S1P4 antagonist: antagonists of human S1P4 receptor; 220,000 tested, 0.26% active; O95977; S1P4-expressing cells, antagonist mode, reporter read-out; inhibition, % at 4.98 µM; in the data active = inhibition above about 29%;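 also: 0% = wells stimulated with agonist and 100% = vehicle wells without agonist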
# Target sequence (O95977 whole entry, looked up): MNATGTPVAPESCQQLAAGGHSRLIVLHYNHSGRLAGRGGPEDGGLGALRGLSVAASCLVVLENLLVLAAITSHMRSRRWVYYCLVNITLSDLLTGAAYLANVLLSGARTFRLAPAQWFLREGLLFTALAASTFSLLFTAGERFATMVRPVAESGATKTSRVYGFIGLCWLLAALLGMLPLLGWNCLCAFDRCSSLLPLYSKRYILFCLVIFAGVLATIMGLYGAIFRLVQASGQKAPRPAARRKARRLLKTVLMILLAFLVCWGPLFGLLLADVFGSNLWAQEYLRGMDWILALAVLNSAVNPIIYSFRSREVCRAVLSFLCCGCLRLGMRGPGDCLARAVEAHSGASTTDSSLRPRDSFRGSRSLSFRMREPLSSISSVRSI
# NPY Y1 blocker: blocks the human neuropeptide Y Y1 receptor. P25929. HEK293-CNG Y1 cells, membrane potential fluorescence; NPY at EC95, then isoproterenol. inhibition, % at 3.6 µM. 200,000 tested, 1% active;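 active = inhibition above the campaign mean inhibition of all tested compounds plus 3 SD, cut at about 20% in these data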;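 also: 0% = DMSO wells given NPY plus isoproterenol and 100% = isoproterenol alone without NPY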
#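 Material: HEK293 cells with Y1 receptor plus CNG channel; times: compound incubation 1 h at room temperature, readout 45 min post-stimulation; signal: fluorescence, membrane potential probe; read-out basis: fluorescence ratio normalized to % inhibition between controls; benchmarks: full-block control isoproterenol-only wells, zero-block control NPY plus isoproterenol wells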
# BaF3 tox: reduces parental Ba/F3 cell viability, JAK2V617F counter-screen; CellTiter-Glo ATP luminescence; inhibition, % at 5.6 µM; 220,000 tested, 1.1% active; AID 1486;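 active = inhibition above a per-campaign cutoff, the mean inhibition of all tested compounds plus 3 SD, cut at about 27% in these data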;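 also: 0% = DMSO wells and 100% = JAK Inhibitor I control wells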
# S1P4 ag: human S1P4 receptor agonism | activation, % at 4.98 µM | O95977 | 220,000 tested, 0.35% active | S1P4-expressing cell line, agonist reporter assay | AID 1509; in the data active = activation above about 11%;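 also: 0% = DMSO vehicle and 100% = reference agonist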
# NPY-Y2 PAM-ag: human NPY-Y2 potentiation or agonism, primary screen | cells expressing NPY-Y2, potentiator/agonist read-out | activation, % at 3.6 µM | 220,000 tested, 0.45% active | AID 1359; in the data active = activation above about 27%;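 also: cells stimulated with NPY near EC25 plus isoproterenol at EC100; 0% = vehicle plus submaximal agonist and 100% = vehicle plus saturating agonist; some results beyond the cut were filed as inactive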
# Target sequence (P49146 whole entry, looked up): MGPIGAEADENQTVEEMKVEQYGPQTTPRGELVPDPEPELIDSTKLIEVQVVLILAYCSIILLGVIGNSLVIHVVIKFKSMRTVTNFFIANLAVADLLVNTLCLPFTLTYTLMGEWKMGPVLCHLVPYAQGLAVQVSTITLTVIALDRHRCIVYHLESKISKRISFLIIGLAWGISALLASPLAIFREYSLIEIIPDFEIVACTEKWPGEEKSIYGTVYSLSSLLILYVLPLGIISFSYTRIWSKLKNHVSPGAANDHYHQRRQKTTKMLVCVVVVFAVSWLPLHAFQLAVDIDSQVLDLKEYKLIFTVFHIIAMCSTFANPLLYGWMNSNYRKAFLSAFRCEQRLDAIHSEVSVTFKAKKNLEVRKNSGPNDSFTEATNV
# NPY1 pot ag: human NPY-Y1 potentiation or agonism, primary screen; P25929; activation, % at 3.6 µM; 220,000 tested, 0.37% active; AID 1304; NPY-Y1 expressing cells, potentiator/agonist activation; in the data active = activation above about 33%, passing the limit was not always enough;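 also: cells stimulated with NPY at EC10 then isoproterenol at EC100; 0% = low agonist plus stimulus and 100% = saturating agonist plus stimulus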
# RBBP9 inh: inhibitors of human serine hydrolase RBBP9; O75884; 220,000 tested, 0.2% active; recombinant RBBP9, FP-Rh probe fluorescence polarization; AID 1515; inhibition, % at 7.94 µM;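 active = inhibition above the campaign mean of all tested compounds plus 3 SD, cut at about 14% in these data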;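 also: plate controls were DMSO wells with RBBP9 for no effect and wells lacking RBBP9 protein for full effect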
# Target sequence (O75884 whole entry, looked up): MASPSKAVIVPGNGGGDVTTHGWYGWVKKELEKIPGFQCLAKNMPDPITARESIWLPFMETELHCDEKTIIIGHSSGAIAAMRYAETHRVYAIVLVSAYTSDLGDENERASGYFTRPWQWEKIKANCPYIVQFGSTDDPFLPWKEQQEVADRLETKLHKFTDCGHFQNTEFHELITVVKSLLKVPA
#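 Measured by – fluorescence polarization · Test system – RBBP9 protein · Input – 2.5 µM RBBP9 dispensing solution, before mixing · Measure – percent inhibition from mP, scaled between DMSO and no-protein wells · Benchmarks – DMSO-treated enzyme wells and wells lacking RBBP9 · Times – preincubation 30 min plus labeling 45 min at 25 °C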
# Ba/F3 V617F tox: lowers viability of Ba/F3 cells expressing EpoR and JAK2V617F; ATP luminescence; inhibition, % at 5.6 µM; 220,000 tested, 1.1% active; AID 1446;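 active = inhibition above the campaign mean plus 3 SD over all tested compounds, cut at about 24% in these data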;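 also: cytokine-independent growth of Ba/F3 cells driven by EpoR plus mutant JAK2; 0% = DMSO-treated cells and 100% = JAK inhibitor I control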
# Runt-CBFb FRET: Runt domain-CBFb interaction inhibition | 220,000 tested, 0.46% active | inhibition, % at 20 µM | AID 1496 | Q01196+Q13951 | Cerulean-Runt/Venus-CBFb FRET ratio 530/480, 1 h;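 active = inhibition over about 50% at 20 µM in the single-dose screen, limit read from the data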;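 also: 0% = DMSO wells and 100% = excess unlabeled CBFb competitor control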
#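 Measured by: fluorescence energy transfer, 422 nm excitation, 530/480 nm emission; test system: Cerulean-tagged RUNX1 Runt domain (FRET donor) fusion protein; buffer or medium: Tris pH 7.5 buffer with BSA; compound: one dose, 20 µM compound, 1% DMSO; times: two 1 h room-temperature incubations shielded from light; benchmarks: unlabeled CBFb 5 µM, positive control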
# Numbers without * were called inactive; . = no result given.
# Values run as follows: S1P4 antagonist	NPY Y1 blocker	BaF3 tox	S1P4 ag	NPY-Y2 PAM-ag	NPY1 pot ag	RBBP9 inh	Ba/F3 V617F tox	Runt-CBFb FRET
> CC(=O)Nc1ccc(NC(=O)C(OC(=O)c2ccccc2)C(OC(=O)c2ccccc2)C(=O)O)cc1 (centres undefined)
→ -1	-2	4	0.7	-14	-24	0	2	-2
> NC1=NC2CS(=O)(=O)CC2S1 (centres undefined)
→ -13	1	3	2.1	-5	0	-1	1	2
> Cc1cc(C(=O)NCc2ccc(F)cc2)n(-c2ccccc2)n1
→ -3	.	0	1.1	14	13	2	-2	2
> COC(=O)c1c(NC(=O)c2c(Cl)cnn2C)sc(C)c1C
→ 8	13	5	-1.4	-4	10	-7	0	-2
> Cc1nc2sc(C(=O)c3ccccc3)c(N)c2c(C)c1C
→ -4	-3	6	0.6	1	-3	-1	4	54*
> O=C(CCN1C(=O)/C(=C\c2ccccc2)SC1=S)NNC(=O)c1ccncc1
→ 6	.	0	0.7	-6	23	0	-1	-1
> COc1ccc(C2CC(c3ccccc3)=NN2c2ccccc2)c(C(=O)O)c1OC (centres undefined)
→ -2	3	6	-0.6	-3	-6	-5	2	8
> CC1CCN(S(=O)(=O)c2ccc3nc(-c4ccccn4)cc(C(=O)NCCN(C)Cc4ccccc4)c3c2)CC1
→ -2	2	3	-1.5	-16	-4	-9	1	-5
> Cc1ccc(C)c(S(=O)(=O)N2CCCOC2CNC(=O)C(=O)NCc2ccncc2)c1 (centres undefined)
→ -15	5	3	1.6	8	-9	-4	3	0
> O=C(O)CC(NNC(=O)c1ccccc1)C(=O)Nc1ccc([N+](=O)[O-])cc1 (centres undefined)
→ 13	.	1	0.9	8	-1	-3	-4	2
> CCN(Cc1ccccc1)C(c1ccc(C(F)(F)F)cc1)c1nnnn1C(C)(C)C (centres undefined)
→ -6	10	5	-0.4	-24	10	-1	0	.
> CCOC(=O)c1[nH]c(C)c(C(=O)N(C)C)c1C
→ -19	-3	2	0.3	-1	-3	-1	0	-1
> CCOc1ccc(N(CC(=O)Nc2cc(C)ccc2C)S(=O)(=O)c2c(C)[nH]c(=O)[nH]c2=O)cc1
→ 16	.	-1	-0.7	-24	-4	-11	4	2
> COCCNC(=O)C(=O)NNC(=O)c1ccccc1OC
→ -5	3	-2	-0.3	-4	1	-2	-5	3
> CCC/C(O)=C1\C(=O)CCCC1=NCCc1c(C)[nH]c2ccc(OC)cc12
→ -7	1	8	0.6	19	12	7	1	-4
> O=[N+]([O-])c1ccc(C(O)CN=Cc2ccc(O)cc2O)cc1 (centres undefined)
→ 8	0	4	1.9	11	5	-5	-3	5
> COc1ccc(N(C(=O)C2CCCCC2)C2C=CS(=O)(=O)C2)c(OC)c1 (centres undefined)
→ -23	0	1	-0.2	5	3	-2	0	-2
> O=CN1CCN(C2CC(=O)N(c3ccc(Br)cc3)C2=O)CC1 (centres undefined)
→ -8	-4	1	1.1	-8	6	-12	-2	0
> Cn1cccc1/C=C1\SC(=S)N(CC(=O)O)C1=O
→ 4	5	8	-0.6	-13	-13	1	-2	-37
> COc1cc(/C=N/NC(=O)CCN2CCCCC2)ccc1O
→ -5	-4	0	0.6	0	-2	5	-2	4

# The listing continues.
# Values run as follows: S1P4 antagonist	NPY Y1 blocker	BaF3 tox	S1P4 ag	NPY-Y2 PAM-ag	NPY1 pot ag	RBBP9 inh	Ba/F3 V617F tox	Runt-CBFb FRET
> CCOC(=O)c1ccc(NC(=O)c2cn(-c3ccccc3)nc2-c2ccncc2)cc1
→ -2	5	4	0.2	-9	9	-10	-5	-4
> O=c1c2cc(N3CCOCC3)ccc2[nH]c(=S)n1Cc1ccc(Cl)cc1
→ 11	6	5	-2.5	5	6	5	1	2
> COc1cc(-c2[nH]ncc2CN2CCN(Cc3cccs3)CC2)cc(OC)c1OC
→ -10	1	4	2.0	-7	8	-9	-2	0
> Cn1c(N2CCOCC2)nc2c1c(=O)n(Cc1ccc(Cl)c(Cl)c1)c(=O)n2C
→ -18	8	4	1.2	3	-28	18*	-2	1
> COc1ccc(N=Cc2cccc(C)c2O)cc1Cl
→ -12	4	5	-2.4	-7	-1	-9	-1	1
> Cc1[nH]c2ccccc2c1/C=N/NC(=O)CCC(=O)Nc1ccccc1
→ -13	-1	6	1.6	1	7	-5	-1	-4
> COc1ccc(NC(=O)COC(=O)c2ccc(N3CCCC3=O)cc2)cc1OC
→ -14	-1	4	3.2	13	11	0	-1	0
> COCCn1c(SCC(=O)Nc2ccccc2OC)nc2ccccc21
→ -1	0	5	0.2	-1	-4	-3	3	0
> COc1ccc(C)cc1S(=O)(=O)N(CC(=O)O)c1ccccc1
→ -10	8	5	-0.2	-1	-4	-7	1	0
> CN(C(=O)n1cnc2ccccc21)c1ccccc1
→ -16	-3	4	1.8	11	4	0	-4	2
> CC1(C)CC(=O)C(N=Nc2ccc3ncsc3c2)=C(O)C1
→ 9	0	5	-0.6	6	9	-11	2	-2
> CN(C)CCCN1C(=O)CSC1c1ccc([N+](=O)[O-])cc1 (centres undefined)
→ -1	-4	7	2.1	-12	-18	-10	2	-2
> CN1/C(=C/C2CC(=O)NC2=O)C(C)(C)c2ccccc21 (centres undefined)
→ 1	2	5	-5.0	8	15	-1	0	0
> COc1ccc(/C=C/C(=O)N(C(C)C)C(C)C)cc1Br
→ -5	7	1	1.0	-9	-16	-6	0	-2
> CC1(C)CC(=O)C(N=Nc2ccc(F)cc2)=C(O)C1
→ -2	.	-8	1.1	11	13	-10	-5	-2
> COc1ccccc1-n1c(-c2ccc(Cl)cc2)c[nH]c1=S
→ -12	-2	5	2.5	14	19	-1	-1	12
> CCN(CC)c1ccc(/C=N/N2CCN(Cc3ccc(C)cc3C)CC2)c(O)c1
→ -12	-1	-3	1.9	15	2	-3	-4	3
> COC(=O)C1CC(Cl)CN1c1ncc(C(F)(F)F)cc1Cl (centres undefined)
→ -4	6	11	0.5	-11	3	-6	2	-2
> O=C(Nc1cc(C(F)(F)F)ccc1-n1cncn1)c1ccc(Cl)cc1
→ -4	5	3	1.2	-2	4	-3	-5	0
> CCc1cccc(CC)c1NC(=O)COC(=O)c1ccc2c(c1)S(=O)(=O)c1ccccc1C2=O
→ -21	-2	5	12*	15	19	-9	-2	0

# (further entries)
# Values run as follows: S1P4 antagonist	NPY Y1 blocker	BaF3 tox	S1P4 ag	NPY-Y2 PAM-ag	NPY1 pot ag	RBBP9 inh	Ba/F3 V617F tox	Runt-CBFb FRET
> Cc1onc(-c2c(F)cccc2Cl)c1C(=O)Nc1cccc(S(=O)(=O)NCc2ccco2)c1
→ -25	6	3	-0.7	6	1	0	-1	-1
> NC(=O)N1CCC2(CC1)NC(=O)N(c1ccccc1)N2
→ -2	4	3	1.0	4	9	-2	0	7
> CN(C)Cc1c(O)ccc2c(-c3ccccc3)cc(=O)oc12
→ 11	0	2	-1.2	-2	-7	-6	1	-17
> Cn1cc(S(=O)(=O)N2CCc3ccccc3C2)c(=O)n(C)c1=O
→ -11	11	3	0.1	-11	-13	-2	-1	2
> CC1(C)CC(=O)C(C2(O)C(=O)Nc3ccccc32)CO1 (centres undefined)
→ -4	-1	0	0.6	9	11	1	-3	0
> Cc1cc(Br)c(OCC(=O)NN)c2c1CCC2
→ -6	.	-3	0.6	7	10	6	-4	1
> COC(=O)c1c(NC(=O)CN2CCC3(O)CCCCC3C2c2ccc(OC)cc2OC)sc(C)c1C (centres undefined)
→ -20	-2	3	-0.4	4	8	0	1	4
> Cc1nn(-c2nc(-c3ccco3)cc(C(F)(F)F)n2)c(C)c1Br
→ 6	1	-3	-0.6	7	-14	2	-6	-4
> CCCn1c(=O)c(C(=O)NCc2ccncc2)c(O)c2ccccc21
→ 6	9	6	0.0	-11	-7	-11	6	-3
> Cc1cc(N2C(=O)CC(Cc3ccc(Cl)cc3)C2=O)no1 (centres undefined)
→ -16	4	-1	0.5	1	4	-6	-2	-2
> CS(=O)(=O)c1ccc2sc(NC(=O)c3cc4ccccc4o3)nc2c1
→ 1	.	-1	-1.9	-8	7	-9	-6	-12
> CCn1c(Cc2ccccc2)nnc1SCc1cccc(C(=O)O)c1
→ 0	-1	1	-1.5	15	16	-5	-6	0
> Cc1cc(C(=S)N2CCOCC2)c(C)n1-c1ccc(F)cc1
→ -3	-3	-1	0.4	6	23	-3	-4	3
> O=C(Cn1nc2ccccc2n1)N/N=C/c1cc([N+](=O)[O-])ccc1O
→ -11	0	9	0.2	5	6	6	2	0
> CCOc1ccc(NC(=O)c2ccccc2OCC(=O)c2ccccc2)cc1
→ -8	2	3	-3.6	2	0	-4	-2	-2
> COc1ccc(-c2ccnc(-c3ccc(OCCCF)cc3)n2)cc1
→ -9	13	3	-2.2	-28	-56	-7	-2	-1
> CC(=O)Nc1ccc(NC(=O)Cc2ccc(F)cc2)cc1
→ -19	0	7	2.4	20	24	-3	1	0
> COC(=O)C(C)Oc1ccc2c3c(c(=O)oc2c1)CCCCC3 (centres undefined)
→ 0	5	2	3.3	-11	-1	-2	-2	-1
> Cn1ncc([N+](=O)[O-])c1C(=O)n1nnc2ccccc21
→ -2	0	12	-1.4	4	-1	-4	3	.

# Quoted from the results shown for reference:
# Values run as follows: S1P4 antagonist	NPY Y1 blocker	BaF3 tox	S1P4 ag	NPY-Y2 PAM-ag	NPY1 pot ag	RBBP9 inh	Ba/F3 V617F tox	Runt-CBFb FRET
> Cc1onc(-c2c(F)cccc2Cl)c1C(=O)Nc1cccc(S(=O)(=O)NCc2ccco2)c1
→ -25	6	3	-0.7	6	1	0	-1	-1
> NC(=O)N1CCC2(CC1)NC(=O)N(c1ccccc1)N2
→ -2	4	3	1.0	4	9	-2	0	7
> CN(C)Cc1c(O)ccc2c(-c3ccccc3)cc(=O)oc12
→ 11	0	2	-1.2	-2	-7	-6	1	-17
> Cn1cc(S(=O)(=O)N2CCc3ccccc3C2)c(=O)n(C)c1=O
→ -11	11	3	0.1	-11	-13	-2	-1	2
> CC1(C)CC(=O)C(C2(O)C(=O)Nc3ccccc32)CO1 (centres undefined)
→ -4	-1	0	0.6	9	11	1	-3	0
> Cc1cc(Br)c(OCC(=O)NN)c2c1CCC2
→ -6	.	-3	0.6	7	10	6	-4	1
> COC(=O)c1c(NC(=O)CN2CCC3(O)CCCCC3C2c2ccc(OC)cc2OC)sc(C)c1C (centres undefined)
→ -20	-2	3	-0.4	4	8	0	1	4
> Cc1nn(-c2nc(-c3ccco3)cc(C(F)(F)F)n2)c(C)c1Br
→ 6	1	-3	-0.6	7	-14	2	-6	-4
> CCCn1c(=O)c(C(=O)NCc2ccncc2)c(O)c2ccccc21
→ 6	9	6	0.0	-11	-7	-11	6	-3
